CD40 NFkB inh: CD40 pathway inhibition in BL2 cells | BL2 NF-kB luciferase reporter, CD40L-induced, 4 h | inhibition, % at 10 µM | hit rate 0.94% among 83,000 | AID 1053188;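 active means mean inhibition of at least 50% with a set share of replicates also reaching that level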;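 further: 0% = neutral control wells and 100% = IKK inhibitor VII at 50 µM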
Numbers without * were called inactive; & = joins results of further samples; [ ] = remark or other dose. Some of the compounds tested; count on the stated rates, not on these rows.

SMILES	CD40 NFkB inh
CO[C@@H]1CN(C)C(=O)c2ccc(NC(=O)C3CCOCC3)cc2OC[C@@H](C)N(CC2CC2)C[C@@H]1C	-10
Cc1cc(Nc2ccccc2)n(-c2ccc(C(=O)O)cc2)n1	-1
O=C(C[n+]1cccc(C(=O)N/N=C/c2cccc([N+](=O)[O-])c2)c1)c1ccccc1	-9
CCCCS(=O)(=O)Nc1ccc(C)cn1	-2
CO[C@@H]1CN(C)C(=O)c2ccc(NC(=O)Nc3ccccc3)cc2OC[C@@H](C)N(C(C)=O)C[C@@H]1C	-7
COc1ccc(NC(=O)CN(C)C(=O)CSCc2ccc(C)cc2)cc1	-10
Cc1cc(N2CCN(c3ccccc3)CC2)nc(NCc2ccccc2)n1	5
COC(=O)/C=C/c1cc(O)ccc1O	-7[25 µM]
O=C(c1oc2ccccc2c1CSCc1ccccc1)N1CCN(c2ncccn2)CC1	20
CN(C(=O)c1cccc(NC(=O)c2ccco2)c1)c1ccccc1	10
N#C[C@H]1[C@@H](c2ccccc2C2=CCCC2)[C@@H](CO)N1C(=O)NC1CCCC1	10
C[C@@H]1CN([C@@H](C)CO)C(=O)c2ccccc2-c2ccccc2CO[C@@H]1CN(C)S(=O)(=O)c1ccc(F)cc1	-1
CCNS(=O)(=O)c1ccc(CCC(=O)N2CCc3ccccc3C2)cc1	18
OC(C#CCN1CCCCC1)c1ccccc1 (stereo unspecified)	1
N#C[C@H]1[C@@H](c2ccccc2-c2cccc(F)c2)[C@H](CO)N1C(=O)c1cccnc1	-11[25 µM]
Cn1nc(-c2ccc(C(=O)N3CCN(CCO)CC3)cc2)c2ccccc2c1=O	6
CSc1ncccc1C(=O)OCC(=O)c1ccc(Cl)s1	4
COc1ccccc1C#Cc1ccc2c(c1)[C@@H]1[C@@H](CCN1C(=O)c1ccncc1)[C@H](CO)N2	5[25 µM]
CC(C)OC(=O)CC1=NC(=O)CS1	14
O=C(O)C1CC=CCC1C(=O)NCCc1cccc(Cl)c1 (stereo unspecified)	2
N#C[C@H]1[C@@H](c2ccccc2)[C@@H](CO)N1C(=O)c1cccnc1	4
CCN(CC)S(=O)(=O)c1ccc(-c2csc(C)n2)s1	-4
O=C(CC1NCCc2ccccc21)Nc1ccc(Oc2ccccc2)cc1 (stereo unspecified)	13
CCN(CC(=O)Nc1c(F)cccc1F)C(=O)c1ccc(S(=O)(=O)N(CC)c2ccccc2)cc1	16
COc1cc(/C=C2/SC(=S)N(CC(=O)NNC(=O)c3ccc(F)cc3)C2=O)cc(OC)c1OC	1
Cc1nn(C)cc1NC(=O)c1nn(C)cc1[N+](=O)[O-]	20
CN(Cc1nc(-c2ccc3c(c2)OCO3)no1)CC1(N2CCOCC2)CCCCC1	-8
COc1ccc(/C=N/NC(=O)c2nnn(-c3nonc3N)c2C)cc1OC	10
Cc1ccc(C(=O)NNC(=O)c2cccs2)cc1	-43
COCC(=O)Nc1nc2n(n1)C(c1ccccc1)CC(c1ccc(OC)cc1)N2 (stereo unspecified)	9&1

Individual results from the entries so far:
`Cc1nn(C)cc1NC(=O)c1nn(C)cc1[N+](=O)[O-]` – CD40 NFkB inh: 20
`O=C(CC1NCCc2ccccc21)Nc1ccc(Oc2ccccc2)cc1` (stereo unspecified) – CD40 NFkB inh: 13
`CN(Cc1nc(-c2ccc3c(c2)OCO3)no1)CC1(N2CCOCC2)CCCCC1` – CD40 NFkB inh: -8
`Cc1ccc(C(=O)NNC(=O)c2cccs2)cc1` – CD40 NFkB inh: -43
`CCN(CC)S(=O)(=O)c1ccc(-c2csc(C)n2)s1` – CD40 NFkB inh: -4
`COCC(=O)Nc1nc2n(n1)C(c1ccccc1)CC(c1ccc(OC)cc1)N2` (stereo unspecified) – CD40 NFkB inh: 9&1

Later entries:
SMILES	CD40 NFkB inh
COc1ccccc1CN1CC(C(=O)N(C)CCc2ccccn2)CCC1=O (stereo unspecified)	-2
COc1ccc2nc3oc(C(=O)NCc4cccs4)cc3cc2c1	2
CCn1c(=O)c2sccc2n(CC(=O)NC2CCCCC2)c1=O	1
O=C(NC1CCCC1)N[C@H]1C=C[C@H](CC(=O)N2CCOCC2)O[C@@H]1CO	0[25 µM]
C[C@@H]1CCCCO[C@H](CN(C)Cc2ccc(C(F)(F)F)cc2)[C@H](C)CN([C@H](C)CO)C(=O)c2cc(NC(=O)Cc3ccccc3)ccc2O1	21
CC(C)OC(=O)C(CC(=O)O)N1CCOCC1 (stereo unspecified)	8
Cc1cccc(S(=O)(=O)N2[C@@H]3CNC[C@H]2C3c2ccc(-c3cncnc3)cc2)c1 (stereo partly specified)	10[25 µM]
Cc1[nH]c(=O)[nH]c(=O)c1S(=O)(=O)N1CCCC(C(=O)NCCc2ccccc2)C1 (stereo unspecified)	-2
O=C(Nc1cccc(Cl)c1)N[C@H]1CC[C@H](CCn2cc(Cc3ccccc3)nn2)O[C@@H]1CO	-1[25 µM]
O=C(COC(=O)c1ccc(S(=O)(=O)NCc2ccco2)cc1)Nc1ccc(Cl)cn1	10
O=C1Nc2ccccc2C1=NN=Cc1ccco1	29
COC(=O)[C@H]1[C@H](CO)[C@H]2Cn3c(ccc(-c4ccc(OC)cc4)c3=O)[C@H]2N1S(C)(=O)=O	9[25 µM]
C[C@H]1CC=CC[C@@H](c2ccc(F)cc2)NC(=O)[C@H](Cc2ccccc2)N(C)C(=O)c2ccccc2O1 (mixture of isomers)	24[25 µM]
O=C(CC(F)(F)F)N1C[C@@H]2[C@H](c3ccccc31)[C@H](CO)N2C(=O)c1ccncc1	0[25 µM]
O=C1c2cc([N+](=O)[O-])ccc2-c2cc(Cl)c(NC(=O)C(F)(F)F)cc21	-6
CC(=O)c1c(N)nc2n(c1=O)CCCCC2	-3
CSc1nc2c(c(=O)n1Cc1ccccc1)SC(C)C2 (stereo unspecified)	1
COC(=O)c1ccc(CNC(=O)COC(=O)c2cc(Cl)ccc2O)cc1	8
Cc1ccc(S(=O)(=O)N(C)C)cc1NC(=O)Cn1c(CN2CCOCC2)nc2ccccc2c1=O	11
Cc1nc2ccccc2n1CCc1nc2c3ccccc3nc(SCC#N)n2n1	7

3 entries out of the list, ordered by SMILES length, falling.
SMILES	CD40 NFkB inh
O=C(CC(F)(F)F)N1C[C@@H]2[C@H](c3ccccc31)[C@H](CO)N2C(=O)c1ccncc1	0[25 µM]
COC(=O)c1ccc(CNC(=O)COC(=O)c2cc(Cl)ccc2O)cc1	8
Cc1nc2ccccc2n1CCc1nc2c3ccccc3nc(SCC#N)n2n1	7

Further records follow.
SMILES	CD40 NFkB inh
O=c1cc(N2CCc3ccccc3C2)[nH]c(=O)n1Cc1ccc(F)cc1	11
O=C1CC(C(=O)O)(c2ccccc2)c2cccc(F)c21 (stereo unspecified)	3
CNC[C@H]1OCCCC[C@H](C)Oc2ccc(NS(=O)(=O)c3ccc(F)cc3)cc2C(=O)N([C@@H](C)CO)C[C@@H]1C	-17[25 µM]
Cc1ccc(S(=O)(=O)N(C)Cc2nc(-c3ccccn3)no2)cc1	-5
O=C(COc1ccc([N+](=O)[O-])cc1)N(C1CCCCC1)C1CCS(=O)(=O)C1 (stereo unspecified)	0
Cc1occc1C(=O)Nc1cccnc1	4
Cc1cccn2c(CN(C)CC3CCCCO3)c(C(=O)N3CCCCC3)nc12 (stereo unspecified)	8
CO[C@H]1CC[C@@H]2CCOc3c(C#N)cccc3C(=O)N(C)C[C@H](OC)[C@@H](C)C(=O)N(C)C[C@H]1O2	9[25 µM]
CN(C)c1ncnc2c1ncn2C1CCCO1 (stereo unspecified)	2
COc1ccc(NC(=O)N(C)C[C@H]2OCCCC[C@H](C)Oc3ccc(NC(=O)Nc4ccccc4)cc3C(=O)N([C@@H](C)CO)C[C@H]2C)cc1	10
NS(=O)(=O)c1ccc(Sc2ccc3ccccc3c2)nc1	5
CN(CC(=O)Nc1ccccc1Br)C(=O)CNC(=O)c1ccc2c(c1)OCO2	-4
Clc1ccc2c(c1)[C@H]1OCC[C@H]1[C@@H](c1ccco1)N2	16
COc1cccc(NC(=O)N[C@H]2CC[C@@H](CC(=O)N3CCN(C)CC3)O[C@@H]2CO)c1	-9[25 µM]
N#Cc1nc(Cc2ccccc2)oc1N1CCCC1	-21
COc1cccc(CNC(=O)c2cc(COc3c(F)cccc3F)on2)c1	-44
O=C(CC1Sc2ccccc2NC1=O)NCc1ccccc1 (stereo unspecified)	-6
O=C(C[C@@H]1C=C[C@H](NC(=O)Nc2cccc(F)c2)[C@@H](CO)O1)NCC1CCCCC1	17[25 µM]
O=C(O)c1cccc(Nc2nc3ccccc3nc2NS(=O)(=O)c2ccccc2)c1	6
Cc1cc(C(=O)OCC(=O)N2CC(=O)Nc3ccccc32)no1	3
CO[C@H]1CC[C@H]2CCN(C)C(=O)CC3(CCCCC3)CN(C)C(=O)c3cc(C#N)ccc3OC[C@H]1O2	1[25 µM]
O=C1CC(C(=O)O)c2ccccc2N1 (stereo unspecified)	0
O=C(N/N=C\c1ccccc1)c1ccccc1-n1cccc1	-24
C[C@@H]1CN([C@H](C)CO)C(=O)CCCn2nncc2CO[C@@H]1CN(C)S(=O)(=O)c1ccc2ccccc2c1	19[25 µM]
CCc1ccc(NC(=O)CCc2nc3sc4c(c3c(=O)[nH]2)CCCC4)cc1	-2
COc1ccc(CCN(C)C(=O)c2cccc(S(=O)(=O)N3CCN(c4ccc(F)cc4)CC3)c2)cc1OC	4
C/C=C/c1ccccc1[C@@H]1[C@@H](C#N)N(C(C)=O)[C@H]1CO	-2[25 µM]
O=C(Nc1nnc2n1CCS2)c1ccco1	5
CCS(=O)(=O)c1nc(NC(C)=O)n[nH]1	8
CN(CC(=O)Nc1cccc(F)c1)C(=O)c1cc(-c2cccs2)nn1-c1ccccc1	2
O=C(Cc1ccncc1)N1CC[C@@H]2[C@H](CO)Nc3ccc(Br)cc3[C@@H]21	-6[25 µM]
CC(=O)Nc1ccc(CN(C)c2c(C)nc3ccc(C(=O)Nc4ccc(Cl)c(Cl)c4)cn23)cc1	-41
C/C(=N\OCC(=O)O)c1ccc(Cl)cc1	12
O=C(Oc1ccc(-c2cnc3ccccc3n2)cc1)c1ccco1	-23
CCCCn1c(N)c(N(CC(C)C)C(=O)CN(C)S(=O)(=O)c2ccc(C)cc2)c(=O)[nH]c1=O	-1
COc1cc([N+](=O)[O-])cc2sc(NC(=O)C(C)(C)C)nc12	-1
CCc1ccc2nc(NC(=O)CN3C(=O)NC4(CCCC4)C3=O)sc2c1	-58
O=C(O)CCc1ccc(-c2ccccc2)n1NC(=O)c1ccco1	4
O=C(NCC1CCCO1)c1ccccc1S(=O)(=O)c1ccc([N+](=O)[O-])cc1 (stereo unspecified)	6
COc1ccc(CCC(=O)Nc2cccc(S(=O)(=O)N3CCCCCC3)c2)cc1	9

Reformatted: entries from further up.
C/C(=N\OCC(=O)O)c1ccc(Cl)cc1
  CD40 NFkB inh = 12
CC(=O)Nc1ccc(CN(C)c2c(C)nc3ccc(C(=O)Nc4ccc(Cl)c(Cl)c4)cn23)cc1
  CD40 NFkB inh = -41
CCCCn1c(N)c(N(CC(C)C)C(=O)CN(C)S(=O)(=O)c2ccc(C)cc2)c(=O)[nH]c1=O
  CD40 NFkB inh = -1
COc1ccc(CCC(=O)Nc2cccc(S(=O)(=O)N3CCCCCC3)c2)cc1
  CD40 NFkB inh = 9

Carrying on.
SMILES	CD40 NFkB inh
COCCCNC(=S)N/N=C/c1ccc(N(C)C)cc1	-43
CCOC(=O)c1sc2nc(CSc3ccccc3)nc(N3CCCN(C)CC3)c2c1C	41
ON=C1c2ccccc2-c2cc(Br)ccc21	1
CC(C)N(C[C@H]1N[C@H](CO)[C@@H]1c1ccc(C2=CCCC2)cc1)C(=O)CN(C)C	-9
O=C(COC(=O)CCSc1ccccc1)Nc1cc(F)ccc1F	-1
Cc1cc(CNC(=O)c2cc(COc3ccc(F)c(F)c3)on2)nn1C	-95
CC(C)c1cn(CC[C@H]2CC[C@@H](NC(=O)C3CCCCC3)[C@@H](CO)O2)nn1	0
C(=C\c1ccc(C2[C@H]3CNC[C@@H]2N3CC2CCOCC2)cc1)/c1ccccc1 (stereo partly specified)	-10[25 µM]
O=C1CCC(C(=O)N2CCc3ccccc3C2)CN1CCCN1CCOCC1 (stereo unspecified)	2
OC[C@@H]1[C@@H](c2ccccc2)[C@@H](CNCC2CCC2)N1CC1CC1	5[25 µM]
O=[N+]([O-])c1cc(-n2cnnn2)ccc1N1CCC(Cc2ccccc2)CC1	9
CC(C)C#Cc1ccc([C@H]2[C@H]3CN(C(=O)NC4CCCCC4)CC(=O)N3[C@H]2CO)cc1	0
CC1(c2ccccc2)NC(=O)N(CC(=O)Nc2ccc3c(c2)CCC3)C1=O (stereo unspecified)	10
O=C(NC1CC1)c1ccc2c(Cl)c3c(nc2c1)CCCC3	-37
O=C(C[C@@H]1CC[C@H]2[C@@H](COC[C@@H](O)CN2C(=O)c2cnccn2)O1)NCc1ccc(Cl)cc1	-1[25 µM]
CC(=O)NC(CCS(C)(=O)=O)C(=O)Nc1ccccc1 (stereo unspecified)	4
O=C(O)C1CC=CCC1C(=O)Nc1cccnc1 (stereo unspecified)	2
Nc1cc(N)nc(SCC(=O)NCC(=O)Nc2ccc(F)c(F)c2F)n1	0
COCC(=O)N1[C@H](C#N)[C@@H](c2ccc(C#CCC3CCCC3)cc2)[C@H]1CO	15[25 µM]
O=C(COC(=O)c1ccc(Cl)cc1)NCC1CCCCC1	-4
COCCNC(=O)C[C@H]1CC[C@@H]2[C@@H](COc3ccc(NS(=O)(=O)c4ccc(Cl)cc4)cc3C(=O)N2C)O1	6[25 µM]
O=C(C[C@H]1C[C@@H]2c3cc(NC(=O)C4CCOCC4)ccc3O[C@@H]2[C@@H](CO)O1)NCc1cccnc1	-9[25 µM]
CN(CCC#N)C(=O)COC(=O)c1cc(Cl)cc(Cl)c1N	-3
CC(=O)N(C)C[C@@H]1OCc2ccccc2-c2c(n(C)c3ccccc23)C(=O)N([C@@H](C)CO)C[C@H]1C	-9
COc1cccc(CC2(CO)CCCN(Cc3nc(-c4cccs4)oc3C)C2)c1 (stereo unspecified)	1
C[C@H](CO)N1C[C@H](C)[C@@H](CN(C)C(=O)Nc2ccc3c(c2)OCO3)OCc2ccccc2-c2ccccc2C1=O	-3[25 µM]
COc1nc(OC)nc(N2CCC(C(=O)NC3CC3)CC2)n1	4
CN(C)CC(=O)N[C@@H]1C=C[C@H](CC(=O)NCc2ccc(Cl)cc2)O[C@H]1CO	3[25 µM]
O=C(c1cccc2nccnc12)N1CCCC(Nc2ccc(F)c(F)c2)C1 (stereo unspecified)	8
